Screening results: PubChem, several laboratories
PKA-R2B act: activators of human PKA-R2B complex. activation, % at 11.4 µM. P22694+P31323. 0.079% of 340,000 active. PKA-R2B holoenzyme dissociation, Cy5-IP20 fluorescence polarization; R2B truncated from residue 108, S112A mutant; 0% DMSO only, 100% 113 µM cGMP. AID 504700;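 active means activation above a cutoff set at the mean over all compounds plus 3 SD, cut at about 18% in these data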;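 further: higher means more holoenzyme dissociation and a rise in polarization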
Target sequence (P31323 whole entry, looked up, other chains not shown, the tested form may be a part): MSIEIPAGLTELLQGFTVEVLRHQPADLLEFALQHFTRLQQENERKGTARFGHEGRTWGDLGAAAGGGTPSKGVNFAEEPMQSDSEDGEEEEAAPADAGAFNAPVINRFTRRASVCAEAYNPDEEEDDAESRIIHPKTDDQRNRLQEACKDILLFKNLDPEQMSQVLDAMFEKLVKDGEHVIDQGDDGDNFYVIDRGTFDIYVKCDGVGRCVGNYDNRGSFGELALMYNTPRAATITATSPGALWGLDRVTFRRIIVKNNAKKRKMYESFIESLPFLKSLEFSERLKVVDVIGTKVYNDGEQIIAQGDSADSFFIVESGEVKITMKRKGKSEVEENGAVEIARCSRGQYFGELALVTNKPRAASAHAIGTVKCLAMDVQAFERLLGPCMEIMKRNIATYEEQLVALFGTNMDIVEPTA
Arr AP2 block: human beta-arrestin and AP2 interaction inhibition. FITC-arrestin peptide / GST-AP2 beads, flow cytometry; AP2 beta2 appendage carries R879A mutation. inhibition, % at 10 µM. 0.31% of 340,000 active. AID 504490;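 active means inhibition above a set limit, near 3 SD of compounds lacking own fluorescence, cut at about 54% in these data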;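 further: plate controls were DMSO wells for no effect and 5 µM unlabelled arrestin peptide for full effect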
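System: GST-AP2 R879A glutathione beads | Also added: FITC-arrestin peptide, 50 nM | Times: 12 min plus 1 h, RT | Signal: Bead flow cytometry, FITC channel | Buffer or medium: PBS with 0.05% Tween 20 and 0.1% BSA | Read-out basis: Percent drop in bead-associated FITC signal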
Keap1 Nrf2 FP: Keap1-Nrf2 (human) interaction inhibition | Q14145 | Keap1 Kelch-Nrf2 peptide fluorescence polarization, 1536-well | inhibition, % at 9.4 µM | 0.15% of 340,000 active; in the data active means inhibition above about 12%;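 further: human Keap1 Kelch domain with fluorescein labeled Nrf2 9mer peptide probe; 0% = neutral control wells and 100% = peptide positive control; higher means more block of Keap1 binding to Nrf2 peptide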
C-LANA FP: blocks KSHV LANA C-terminal domain binding to DNA | 0.078% of 340,000 active | MBP-C-LANA/FAM-LBS DNA binding, fluorescence polarization | inhibition, % at 9 µM;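 active means highest replicate inhibition at or above 60% at 9 µM, even if other replicates fall short; inactive means all replicates below 60% inhibition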;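 further: 0% = neutral control wells and 100% = 4 µM acridine orange control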
DAGLB inhibitor: blocks human DAGLB lipase activity; HEK293T DAGLB membrane lysate, EnzChek fluorogenic substrate; inhibition, % at 5.17 µM; Q8NCG7; 0.059% of 340,000 active; AID 504411; in the data active means inhibition above about 34%;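 further: 0% = enzyme with vehicle and 100% = wells lacking enzyme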
SR-BI DiI-HDL act: enhances SR-BI lipid uptake from DiI-HDL; CHO ldlA[mSR-BI] cells, DiI-HDL uptake fluorescence, 3 h; 100 = double the neutral-control signal; activation, % at 12.5 µM; 0.096% of 320,000 active;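 active means mean replicate activation of at least 60% and every replicate at or above 60%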;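 further: 0% = median plate neutral-control signal and 100% = twice that signal; values of inactives mirror those of a sister screen read the other way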
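material = CHO ldlA[mSR-BI] cells | medium = Ham's F12 with 0.5% BSA, HEPES 25 mM, pH 7.4 | reagent = fluorescent DiI-HDL, 10 µg/mL final | compound dosing = single-point compound dose | incubation = 3 h, 37 °C | measured by = bottom-read fluorescence, 550/595 nm | measure = HDL uptake via cellular fluorescence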
PvdQ inh: P. aeruginosa PvdQ acylase inhibition; inhibition, % at 10 µM; 0.063% of 340,000 active; purified PvdQ acylase, fluorescence plate reader; in the data active means inhibition above about 30%, passing the limit was not always enough;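 further: 0% = vehicle neutral wells and 100% = reference inhibitor wells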
RTF Ca sens inh: cardiac RTF calcium desensitization. P19429+P45379. IANBD-labeled cardiac RTF, Ca2+ fluorescence. inhibition, % at 7.15 µM. 0.12% of 340,000 active. AID 493244;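 active means inhibition above the mean inhibition of all tested compounds plus 3 SD, cut at about 17% in these data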;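 further: assay run at fixed EC70 calcium of 1.6 mM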
NSD2 HMT inh: blocks human histone methyltransferase NSD2; O96028; NSD2 peptide methylation, AlphaScreen, 120 min; inhibition, % at 12.5 µM; 0.54% of 310,000 active; AID 743445; in the data active means inhibition above about 50%
SR-BI HDL uptake: blocks mouse SR-BI lipid uptake from DiI-HDL | inhibition, % at 12.5 µM | 0.96% of 320,000 active | Q61009 | ldlA[mSR-BI] CHO cells, DiI-HDL uptake fluorescence, 3 h | AID 488896;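 active means mean replicate inhibition of at least 70% and a set share of replicates each scoring 70 or more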;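 further: 0% = median of neutral control wells and 100% = median of positive control wells; values of inactives mirror those of a sister screen read the other way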
Target sequence (Q61009 whole entry, looked up): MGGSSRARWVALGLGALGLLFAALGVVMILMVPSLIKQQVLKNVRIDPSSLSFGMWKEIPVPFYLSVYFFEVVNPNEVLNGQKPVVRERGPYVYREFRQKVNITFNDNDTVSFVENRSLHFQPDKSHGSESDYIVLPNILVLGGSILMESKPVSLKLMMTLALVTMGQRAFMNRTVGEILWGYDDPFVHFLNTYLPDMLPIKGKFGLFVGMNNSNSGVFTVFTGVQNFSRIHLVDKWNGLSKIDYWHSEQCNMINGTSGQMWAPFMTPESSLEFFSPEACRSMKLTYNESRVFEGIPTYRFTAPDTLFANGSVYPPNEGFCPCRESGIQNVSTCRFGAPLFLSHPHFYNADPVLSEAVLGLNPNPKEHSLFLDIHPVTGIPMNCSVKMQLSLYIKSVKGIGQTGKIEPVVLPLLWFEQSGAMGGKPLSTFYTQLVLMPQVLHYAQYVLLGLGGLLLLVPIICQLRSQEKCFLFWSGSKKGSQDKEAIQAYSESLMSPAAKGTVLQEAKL
The depositor's hits bear a star; / = no result given.

nr	canonical_smiles	Arr AP2 block	SR-BI HDL uptake	NSD2 HMT inh	DAGLB inhibitor	Keap1 Nrf2 FP	PvdQ inh	C-LANA FP	SR-BI DiI-HDL act	PKA-R2B act	RTF Ca sens inh
1	CC(=O)Nc1cc2nc(C)n(Cc3ccc([N+](=O)[O-])cc3)c2nc1C	6.9	0.1	-5.7	2.9	-4.3	-10.0	-1.7	-0.1	-0.7	3.1
2	Cc1ccc(NC(=O)C(C)c2ccc([N+](=O)[O-])cc2)cc1Cl (configuration not stated)	-0.5	19.8	1.2	-2.1	0.1	-11.9	-0.7	-19.8	3.9	-11.5
3	CCN(CC)CCNC(=O)c1cc(-c2cccnc2)nc2ccc(S(=O)(=O)N3CCC(C)CC3)cc12	45.8	3.3	21.2	2.5	-2.1	-2.8	-1.8	-3.3	-6.3	4.7
4	COc1ccc(Oc2nc(SC)nc3ccsc23)cc1	-1.8	18.4	-9.7	-10.6	-2.0	-12.1	0.1	-18.3	3.4	1.4
5	COc1cc(C(=O)NC(C)c2cccc3ccccc23)cc(OC)c1OC (configuration not stated)	-16.5	39.3	0.2	-5.6	-4.9	-11.8	-1.5	-39.3	8.0	-4.6
6	Cc1ccccc1NC(=O)CCS(=O)(=O)c1cccc2nonc12	5.0	-13.3	-0.9	-2.9	-4.0	-10.1	-0.9	13.3	3.9	-22.6
7	CCNc1ccccc1C(=O)O	3.0	0.7	/	-0.6	-3.7	-7.1	2.4	-0.7	-6.3	-6.3
8	CCN(CC)C(=O)c1sc(NC(=O)c2cccs2)c(C#N)c1C	-20.1	5.2	0.6	-1.5	0.3	-8.3	1.0	-5.2	-6.7	0.4
9	O=C1c2cccnc2C(=O)N1Cc1ccc(S(=O)(=O)N2CCOc3ccc(Cl)cc32)cc1	0.1	4.9	4.6	3.6	-6.9	-1.6	-0.8	-4.9	0.2	3.8
10	COc1ccccc1C(=O)NNC(=O)c1cccc([N+](=O)[O-])c1	8.9	-18.7	-2.3	-3.1	0.5	-3.7	1.2	18.7	5.6	-0.5
11	Cc1cc2c(cc1C)NC1(C[C@H]3CCC(=O)N4CC[C@@H](C1)[C@@H]34)C(=NC(C)(C)CC(C)(C)C)N2 (some centres not stated)	4.8	-27.8	/	3.3	-3.9	-2.3	0.4	27.8	0.0	2.6
12	O=C1NCN(C2CCCCC2)CN1	-4.8	-5.2	-0.9	1.0	-3.5	-1.3	-1.1	5.2	4.1	-3.3
13	CC1CCN(CCCNC(=O)c2cn(C)c3ccc(S(=O)(=O)N4CCCC4)cc3c2=O)CC1	4.8	-1.5	-2.5	1.4	2.7	-7.8	0.6	1.5	1.9	-8.4
14	O=C(CSC1=NCCS1)Nc1ccc(F)cc1	-0.6	-19.7	-15.6	/	-0.5	-6.3	1.9	19.7	/	/
15	Cc1ccc(C(C[N+](=O)[O-])n2nc(C)cc2C)cc1 (configuration not stated)	-6.0	-21.8	/	-4.4	-2.3	-17.8	-0.1	21.8	0.4	0.8
16	COC(=O)c1c(NC(=O)CN2CCN(c3ncccn3)CC2)sc(C(N)=O)c1C	27.9	15.4	-1.4	-1.9	4.3	3.2	1.0	-15.5	-12.5	-3.6
17	Cc1ccccc1CC1(CO)CCCN(C(=O)CCCN2CCCCC2=O)C1 (configuration not stated)	-24.1	1.9	-2.3	-3.2	3.2	10.5	1.0	-1.9	-0.7	-3.1
18	COc1ccc(/C=C/C(=O)NC(C)CCc2ccccc2)cc1OC (configuration not stated)	8.2	20.2	-0.7	-0.8	-0.2	-11.7	-0.9	-20.2	-9.3	-6.1
19	CCCNC(=O)CCc1c(C)nc2nc(C)nn2c1C	15.9	12.2	-1.6	2.2	4.0	1.6	2.5	-12.2	0.0	-4.0
20	CCOc1ccc(/C(C)=N/NC(=O)C(OC)c2ccccc2)cc1 (configuration not stated)	1.3	3.0	2.1	1.8	-2.9	3.2	-0.2	-3.0	1.4	-4.9

Arranged by length of the SMILES (highest first): 3 of the compounds above.
nr	canonical_smiles	Arr AP2 block	SR-BI HDL uptake	NSD2 HMT inh	DAGLB inhibitor	Keap1 Nrf2 FP	PvdQ inh	C-LANA FP	SR-BI DiI-HDL act	PKA-R2B act	RTF Ca sens inh
3	CCN(CC)CCNC(=O)c1cc(-c2cccnc2)nc2ccc(S(=O)(=O)N3CCC(C)CC3)cc12	45.8	3.3	21.2	2.5	-2.1	-2.8	-1.8	-3.3	-6.3	4.7
20	CCOc1ccc(/C(C)=N/NC(=O)C(OC)c2ccccc2)cc1 (configuration not stated)	1.3	3.0	2.1	1.8	-2.9	3.2	-0.2	-3.0	1.4	-4.9
12	O=C1NCN(C2CCCCC2)CN1	-4.8	-5.2	-0.9	1.0	-3.5	-1.3	-1.1	5.2	4.1	-3.3

(list continues)
nr	canonical_smiles	Arr AP2 block	SR-BI HDL uptake	NSD2 HMT inh	DAGLB inhibitor	Keap1 Nrf2 FP	PvdQ inh	C-LANA FP	SR-BI DiI-HDL act	PKA-R2B act	RTF Ca sens inh
21	CC(C)(CO)Nc1ncnc2onc(-c3ccc(F)cc3)c12	15.3	-1.4	-1.4	-2.3	-6.2	-12.9	-1.0	1.4	1.8	-6.6
22	CC(C)(CNC(=O)CNC(=O)C1CCCCC1)N1CCOCC1	-6.2	-25.5	-0.4	-0.5	-3.3	-11.2	0.4	25.5	-9.8	-4.1
23	COc1ccc(S(N)(=O)=O)cc1C(=O)OCCCC(=O)c1ccccc1	-1.7	-20.0	-2.4	-0.3	-4.8	-4.0	-1.1	/	-4.8	9.4
24	COc1ccc(NC(=O)CS(=O)CC(=O)Nc2ccc(F)cc2F)cc1 (configuration not stated)	1.4	2.3	0.5	-0.1	-4.3	-14.9	-1.0	-2.3	-3.9	-2.5
25	Cc1ccc(S(=O)(=O)Nc2ccc(NC(=O)/C=C/C(=O)O)cc2)cc1	16.4	-20.6	0.2	-2.1	5.1	-1.9	0.5	20.6	3.2	4.7
26	CC(C)(C)c1ccccc1OCCCCCNCCO	2.3	-11.7	24.6	-3.9	5.1	-8.4	0.1	11.7	12.3	-8.6
27	C=C(C)CSc1nc2sc3c(c2c(=O)n1C1CCCCC1)CCN(C)C3	-20.9	-11.6	4.1	2.5	-0.3	2.2	3.3	11.6	-3.9	1.2
28	CCOC(=O)c1[nH]c(C)c(CC(C)C)c1C	13.4	24.8	5.3	0.3	0.9	6.5	0.5	-24.8	-12.0	-8.2
29	Cc1sc2ncnc(NCCN3CCOCC3)c2c1C	7.2	-0.9	0.6	0.0	0.0	-6.6	-0.7	0.9	0.9	-2.3
30	COCCN(C(=O)CCC(=O)Nc1nccs1)C(C(=O)NCCC(C)C)c1ccc(OC)cc1 (configuration not stated)	15.2	8.5	-1.7	-1.3	2.2	-10.4	-0.7	-8.5	-11.3	-10.2
31	COc1cc(/C=C(\C#N)C(=O)Nc2cccc3ncccc23)cc(OC)c1OC	-5.3	45.9	11.4	1.8	0.5	-4.8	18.9	-45.9	-5.7	-22.3
32	COc1ccc(N2C(=O)C3CCCN3C2c2ccc(C)cc2)cc1 (configuration not stated)	1.3	-9.0	/	-0.8	-5.3	-13.2	0.5	9.0	-10.6	-12.6
33	CC[C@H](C)[C@H](NC(=O)c1ccccc1)C(=O)NC(CC(=O)O)c1ccc(F)cc1 (some centres not stated)	12.4	2.7	-1.3	-1.0	1.3	6.8	-0.7	-2.7	-1.1	-4.2
34	COc1ccc(N(CC(=O)Nc2cc([N+](=O)[O-])ccc2C)S(C)(=O)=O)cc1OC	-6.4	22.9	-4.5	-0.1	0.0	-8.8	-3.6	-22.9	-2.0	-1.0
35	COc1ccc(-n2nc3cc(C)c(N)c(Br)c3n2)cc1	-2.0	19.6	-1.0	-4.9	-0.9	-9.5	-0.3	-19.6	1.3	-1.0
36	CC(=O)N(C(C)=O)c1ncnc2c1c(-c1ccc(Cl)cc1)nn2C(C)(C)C	1.1	6.9	1.2	-2.6	-3.6	-8.8	-0.5	-6.9	-5.6	1.9
37	CCCCNC(=O)NC(C(=O)OC)C12CC3CC(CC(C3)C1)C2 (configuration not stated)	-4.3	-25.9	/	-1.9	2.4	-7.3	-0.4	25.9	5.9	6.2
38	Cc1cc(N(C(=O)c2ccco2)C(C(=O)NC2CCCCC2)c2ccccc2)ccc1-n1cnnn1 (configuration not stated)	-6.1	10.0	1.4	0.0	-2.3	-3.2	-1.5	-10.0	6.2	-2.5
39	NS(=O)(=O)c1ccc(N/N=C2/CCCc3ccccc32)c([N+](=O)[O-])c1	12.3	32.7	5.0	4.3	4.3	-15.2	1.3	-32.7	5.7	-5.0
40	CCN(CC)CCNCC(=O)N1c2ccccc2CCc2ccc(NC(=O)OC)cc21	15.0	-4.5	10.6	1.5	-1.4	4.5	/	4.5	2.0	-0.7
41	CCn1c(-c2cccs2)nc2ccccc21	3.6	9.8	0.0	0.1	-0.2	-4.1	4.0	-9.8	-4.8	-0.4
42	O=C(NC(Cc1ccc(O)cc1)C(=O)O)/C(=C/c1ccccc1)NC(=O)c1ccccc1 (configuration not stated)	-0.4	-15.5	0.9	-1.6	-3.7	-6.5	-2.7	15.5	3.1	-4.5
43	O=C(Nc1cc(=O)c2ccccc2o1)N1CCCCC1	27.8	-21.5	-2.0	0.3	4.2	-0.4	-0.3	21.5	7.5	-2.3
44	CC(SCc1ccccc1)C(=O)NCc1ccccn1 (configuration not stated)	1.0	-5.5	8.6	-0.6	-2.2	-5.3	-0.5	5.5	-11.8	1.0
45	CC(C)C(=O)Nc1cc(S(=O)(=O)Nc2cccc(Cl)c2)ccc1Cl	-0.6	-3.6	-2.3	-0.1	-4.1	-7.1	-2.0	3.6	-4.3	-6.5
46	COCCCN1Cc2cccc(C(=O)O)c2C1=O	-2.4	-5.3	/	0.2	0.7	-8.2	-0.1	5.3	5.2	0.7
47	O=C(COC(=O)/C=C/c1ccc([N+](=O)[O-])cc1)NCc1ccccc1	19.4	-28.4	-3.5	-0.3	-1.1	12.9	0.3	28.4	3.8	-10.3
48	Cc1cc(-c2onc(C)c2C(=O)Oc2ccc(Cl)cc2)no1	0.1	14.6	0.1	-9.0	1.4	-14.2	-0.5	-14.6	4.6	2.5
49	Cc1ccc(S(=O)(=O)N2[C@@H](c3ccc(Cl)cc3)C(C(=O)O)=CC[C@H]2c2ccc(Cl)cc2)cc1	8.0	-17.8	/	9.4	2.3	-10.3	2.0	17.8	-6.2	-3.0
50	CN(Cc1ccon1)C(=O)C1CCN(C2CCN(CCCc3ccccc3)CC2)CC1	-6.8	-2.7	2.3	0.0	-0.3	-3.3	1.5	2.7	-2.6	-3.0
51	O=C(CCn1c(=O)sc2ccccc21)NCc1ccc2c(c1)OCO2	/	-11.9	-3.7	-4.4	2.2	-2.8	4.0	11.9	-8.2	-5.0
52	O=C1C[C@@H](c2ccc(O)cc2)Oc2cc(O)cc(O)c21	11.9	-25.3	/	0.6	-2.8	-8.3	-0.7	25.3	10.7	-6.0
53	O=C(NCC(c1ccco1)N1CCCCC1)c1ccc(NS(=O)(=O)c2ccc(F)cc2)cc1 (configuration not stated)	-11.7	-7.8	7.5	2.2	-0.4	-4.0	-1.2	7.8	-1.8	2.0
